Bioassay records: PubChem, Sanford-Burnham Center for Chemical Genomics
H9c2 TAG inh: triacylglycerol accumulation inhibition; H9c2 cells, Nile Red lipid (TAG) fluorescence; cells loaded with 200 µM oleic acid; inhibition, % at 12.5 µM; 0.66% of 230,000 active; AID 651582;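 active = pattern-corrected inhibition of lipid staining of at least 50% with the nuclear-stain viability signal not falling by more than 50%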;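 also: 0% = DMSO wells and 100% = triacsin C control wells; some results filed as inactive read as strong as hits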
H9c2 TAG inh DAPI viability: second read-out of H9c2 TAG inh, no call of its own (marks repeat the call); DAPI nuclei signal change (viability), lower = more cytotoxic, %;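 whole-well DAPI fluorescence read on a plate reader as a viability signal; minus 50 percent equals half of cells still viable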
An asterisk follows results filed as active. An excerpt; the hit share may differ from the screen's.

SMILES	H9c2 TAG inh	H9c2 TAG inh DAPI viability
COCCCN1C(=O)C(=O)/C(=C(/O)c2ccc(OC)cc2C)C1c1cccnc1 (configuration not stated)	-9	2
COc1cccc(CC(=O)Nc2cc(S(=O)(=O)N3CCCCC3)ccc2C)c1	-13	29
CSc1ncccc1C(=O)OCC(=O)Nc1ccc(Cl)cn1	-19	9
COc1ccc(CC(=O)NCc2n[nH]c(=S)n2C)cc1	-5	5
CCOc1cc(/C=C2\N=C(C)OC2=O)cc(Cl)c1OCC(=O)OC	-4	-4
CCCS(=O)(=O)NC(=O)C1(C)CCCN(C(=O)c2ccc(C(=O)OC)cc2)C1 (configuration not stated)	6	-1
CCN1CCC(O)(C(C(=O)OC)c2ccccc2)CC1 (configuration not stated)	2	11
Cc1ccc(NC(=O)COC(=O)c2ccc3c(c2)OCCO3)cc1S(=O)(=O)N1CCOCC1	12	-8
COc1cc2c(cc1OC)CN(C(=O)CSC1=NCCS1)CC2	13	-14
CNC(=O)C[C@H]1C(=O)N(CCc2ccccc2)C[C@@H]1CSC	12	11
Cc1nc2c(N)nn(C)c2nc1C	3	-2
COc1cccc(NC(=O)CN2CCN(c3ccccc3F)CC2)c1	-1	-2
COc1ccccc1N1CCN(C(=O)c2ccc(NC3=NC4CS(=O)(=O)CC4S3)cc2)CC1 (configuration not stated)	-3	-1
c1ccc2c(c1)nnn2-c1ccncc1	0	-4
COc1ccc(C(C(O)C(=O)c2c[nH]c3ccccc23)N2CCN(c3ccc(OC)cc3)CC2)cc1 (configuration not stated)	13	18
O=C(COc1ccccc1Cc1ccccc1)NCCCN1CCOCC1	-7	3
COc1ccccc1OCCCCOc1ccccc1C(C)=O	-19	16
COc1ccc(S(=O)(=O)N2CCN(C(=O)c3cccs3)CC2)cc1	4	-6
O=C(Cc1ccc(Cl)cc1)Nc1ccc(N2CCCC2)cc1	-2	-12
O=C(CNC(=O)c1ccccc1)OC(C(=O)O)c1ccc(F)cc1 (configuration not stated)	-5	22
O=C(CN1CCN(C(=O)C2CCCO2)CC1)Nc1ccc(Cl)cc1 (configuration not stated)	2	-7
NC1=NC2(CCCCC2)n2c(nc3ccccc32)N1	-15	6
Cc1cc(C(=O)N/N=C2\CCCC(=O)C2)c(C)o1	-2	3
O=C(/C=C/c1ccc(Cl)c([N+](=O)[O-])c1)c1cccnc1	3	-6
COCCn1c(=O)[nH]c2cc(C(=O)NC3CCCCCC3)ccc2c1=O	20	-9

6 compounds already listed, arranged by length of the SMILES, lowest first.
SMILES	H9c2 TAG inh	H9c2 TAG inh DAPI viability
Cc1nc2c(N)nn(C)c2nc1C	3	-2
Cc1cc(C(=O)N/N=C2\CCCC(=O)C2)c(C)o1	-2	3
COc1cc2c(cc1OC)CN(C(=O)CSC1=NCCS1)CC2	13	-14
O=C(CNC(=O)c1ccccc1)OC(C(=O)O)c1ccc(F)cc1 (configuration not stated)	-5	22
CCOc1cc(/C=C2\N=C(C)OC2=O)cc(Cl)c1OCC(=O)OC	-4	-4
COCCCN1C(=O)C(=O)/C(=C(/O)c2ccc(OC)cc2C)C1c1cccnc1 (configuration not stated)	-9	2

(cont.)
SMILES	H9c2 TAG inh	H9c2 TAG inh DAPI viability
O=C(CN1C(=O)NC2(CCCC2)C1=O)N1CCN(S(=O)(=O)c2ccccc2[N+](=O)[O-])CC1	7	4
O=C(Cc1ccc(O)cc1)NCCNC(=S)NCc1ccccc1	3	-9
Cc1cc(CNC(=O)COc2ccccc2F)c2ccccc2n1	-16	0
CCC1(C(=O)OC)NC(c2ccco2)C2C(=O)N(c3ccc(C)cc3)C(=O)C21 (configuration not stated)	-3	5
O=C(c1cccc(Cl)c1)N1CCCC(C(=O)N2CCN(c3ccccc3)CC2)C1 (configuration not stated)	-8	-1
CCO[C@@H]1OC(C(=O)N2CCN(C)CC2)=C[C@H](C2CCCCC2)[C@H]1CCCO	12	-5
C=CCN(C(=O)Nc1ccc(OC)cc1)c1nnc(-c2ccncc2)s1	21	-9
COc1cccc(NC(=O)c2ccc3c(SCC(=O)O)c4c(nc3c2)CCCC4)c1	-1	6
COc1ccccc1CNC(=O)c1cc(-c2ccccc2)nn1Cc1cc(C)no1	-5	-1
O=C(NCCCN1CCN(C2CCCCC2)CC1)Nc1ccccc1C(F)(F)F	16	-14
CC1(C)CC(=O)CC2(C1)NCC(c1ccccc1Cl)c1c2[nH]c2ccccc12 (configuration not stated)	5	8
CCc1ccc(N(C(=O)c2csnn2)C(C(=O)NC(C)(C)C)c2cccnc2)cc1 (configuration not stated)	-4	1
CCOc1ccc(C(=O)C(C)OC(=O)CN2C(=O)NC(C)(C)C2=O)cc1 (configuration not stated)	-2	-4
O=C(Nc1nnc([C@H]2C[C@H](O)[C@@H](CO)O2)s1)c1cccc(Cl)c1	4	10
CN(CC(=O)Nc1cccc(S(=O)(=O)N2CCCCC2)c1)Cc1ccc(F)cc1	-38	-6
CC1CCCN(C(=O)c2cccc(S(=O)(=O)Nc3cc(C(F)(F)F)ccc3Cl)c2)C1 (configuration not stated)	-13	0
CCOc1ccccc1NC(=S)N(Cc1cc2ccc(C)cc2[nH]c1=O)CC1CCCN1CC (configuration not stated)	22	10
CCS(=O)(=O)N1CCN(C(=O)c2cccs2)CC1	-4	1
CSc1nnc(-c2cc3ccccc3cc2O)n1C	-4	1
O=C(CCS(=O)(=O)c1ccccc1)NCc1ccccc1	-20	9
Cc1cc2cc(CNS(=O)(=O)c3ccc4ccccc4c3)ccc2n1C	-9	3
CCCCC(=O)NC(c1ccc(Cl)cc1)c1ccc2cccnc2c1O (configuration not stated)	52*	-42*
COc1ccccc1OCC(=O)N/N=C(\C)c1ccc2ccccc2c1	-3	6
Cc1cccc(OCC(=O)N/N=C/c2ccccc2C(=O)O)c1	2	-2
CC(=O)Nc1ccc(C(=O)COC(=O)CN2C(=O)NC3(CCCCC3C)C2=O)cc1 (configuration not stated)	-8	0
The results go on.
SMILES	H9c2 TAG inh	H9c2 TAG inh DAPI viability
CC(C)CCN1CCN(Cc2cnc(-c3ccccc3)s2)CC1CCO (configuration not stated)	9	0
COc1ccccc1NC(=O)N(O)C1(C#N)CCCCC1	-2	-3
C/C(=N\NC(=O)c1ccc(F)cc1)c1cccc(NC(=O)c2ccco2)c1	-5	-3
CC1Cc2ccccc2N1C(=S)NC(=O)C1(C)CC1(Cl)Cl (configuration not stated)	0	-8
Cc1ccc(S(=O)(=O)c2cc(OC(=O)c3ccco3)ccc2OC(=O)c2ccco2)cc1	2	3
O=C1CC(c2nc3ccccc3[nH]2)CN1c1ccccc1F (configuration not stated)	-1	-5
COc1ccccc1N(/N=C1\Sc2ccccc2C1=O)C(C)=O	69*	-7.2*
O=C(COc1ccccc1)N1CCCC1	-4	17
O=C(/C=C/c1cn(-c2ccccc2)nc1-c1ccccc1)Nc1ccc(C(=O)O)cc1	12	-5
Cc1ccc2cc3cc(C(=O)NCCN4CCOCC4)oc3nc2c1	-6	15
CCCN1C/C(=C/c2cccc([N+](=O)[O-])c2)C(=O)/C(=C/c2cccc([N+](=O)[O-])c2)C1	8	-4
O=C(Nc1ccc(Cl)cc1)c1cc(S(=O)(=O)N2CCOCC2)cs1	9	-9
COc1ccc(NC(=O)C(C)N2C(=O)c3ccccc3S2(=O)=O)c(OC)c1 (configuration not stated)	-10	-4
COCc1cc(=O)[nH]c(/N=C(\N)Nc2cccc(C)c2)n1	5	-25
COc1ccc(NC(=S)N2CCN(c3ncccn3)CC2)c(OC)c1	10	-1
COc1ccc(NS(=O)(=O)c2cccc(C(=O)NCC3(N(C)C)CCCCC3)c2)cc1	22	-1
CCNC(=O)c1ccccc1-c1nc(-c2ccccc2)no1	0	2
O=C(c1ccco1)N1C2C=CC(C2)C1(C(F)(F)F)C(F)(F)F (configuration not stated)	10	2
COC(C(=O)N1CCC(CCC(=O)Nc2ccccc2)CC1)c1ccccc1 (configuration not stated)	-9	5
O=C(/C=C/c1ccc(S(=O)(=O)N2CCOCC2)cc1)N1CCCCC1	8	-2
C/C(=N\NC(=O)C(C)Sc1ccccc1)C(C)(C)C (configuration not stated)	-15	0
C=C(C)C1Cc2c(C)nn(-c3nc(C)cc(C)n3)c2C1 (configuration not stated)	-2	4
CN1CC[n+]2c(CN3C(=O)c4ccccc4C3=O)csc21	4	1
Cc1ccccc1NC(=O)CN(c1ccc(F)cc1)S(C)(=O)=O	3	-12
CCC(=O)NC(Nc1ccccn1)(C(=O)OC)C(F)(F)F (configuration not stated)	11	-4

Reformatted as labelled records: entries from further up
COCc1cc(=O)[nH]c(/N=C(\N)Nc2cccc(C)c2)n1
  H9c2 TAG inh: 5; H9c2 TAG inh DAPI viability: -25

COc1ccc(NC(=S)N2CCN(c3ncccn3)CC2)c(OC)c1
  H9c2 TAG inh: 10; H9c2 TAG inh DAPI viability: -1

COc1ccc(NS(=O)(=O)c2cccc(C(=O)NCC3(N(C)C)CCCCC3)c2)cc1
  H9c2 TAG inh: 22; H9c2 TAG inh DAPI viability: -1

CCNC(=O)c1ccccc1-c1nc(-c2ccccc2)no1
  H9c2 TAG inh: 0; H9c2 TAG inh DAPI viability: 2

(list continues)
SMILES	H9c2 TAG inh	H9c2 TAG inh DAPI viability
Cc1ccc(-c2sc(C(=O)NN)c(C)c2C#N)cc1	8	1
C[C@H](CO)N1C[C@H](C)[C@@H](CN(C)S(=O)(=O)c2ccc3c(c2)OCCCO3)OCc2cnnn2CCCC1=O	0	4
Cc1ccc(NC(=O)c2cc(-c3ccc(F)cc3)on2)cc1C	-11	7
Cn1cccc1CC(=O)NNC(=S)Nc1ccccc1Cl	0	7
CC(C)(C)N(Cc1ccccc1)C(=O)COC(=O)C1CCN(c2ccc(C(F)(F)F)cn2)CC1	-23	-3
O=C(Nc1c2c(nn1-c1ccc(F)cc1)CS(=O)C2)C12CC3CC(CC(C3)C1)C2 (configuration not stated)	29	-3
CC(=O)c1c(C)[nH]c(C(=O)CN2CCN(S(=O)(=O)c3ccccc3F)CC2)c1C	6	0
O=C1Nc2ccc(Br)cc2/C1=C/C1CC=CCC1 (configuration not stated)	-10	-4
CCN(CC)c1ccc(NC(=O)CSc2nnc(N)s2)cc1C	-7	-4
Cn1nc(-c2ccc(N3CCOCC3)c(NS(=O)(=O)c3ccc(Cl)cc3)c2)c2ccccc2c1=O	1	1
CCOc1ccc(Cn2nnc(C(=O)Nc3cc(OC)cc(OC)c3)c2N)cc1	9	-3
CCN(CC(=O)NCc1ccc(Cl)cc1)C(=O)CSc1cc(C)ccc1C	-36	2
COc1ccc(CNC(=O)CN(C(=O)CCC(=O)Nc2ccccn2)c2ccccc2OC)cc1	5	-2
O=C(NCc1nnnn1-c1ccc(F)c(F)c1)c1ccc(S(=O)(=O)N2CCOCC2)cc1	-2	8
Cc1ccc(S(=O)(=O)N(C)CCCC(=O)NC(C)(C)C)cc1	-7	-1
COc1cccc(-c2nc(-c3ccccn3)no2)c1OC	0	-9
CCc1nc2ccc(C(=O)Nc3cccc(OCC(=O)N(C)C)c3)cn2c1N(CC)CCN(C)C	1	-14
CC1CC(C)CN(CCCNC(=O)CCC(=O)N2CCOc3ccccc32)C1 (configuration not stated)	-2	8
CCOC(=O)Cc1csc(N/N=C/c2ccc(Cl)cc2)n1	3	-3
Cc1nc(N)c(C#N)c(-c2cccnc2)c1C	-10	-3
CN(C)c1ccc(-c2cccc(C3CC=CC4C3C(=O)N(Cc3ccccc3)C4c3ccc4ccccc4c3)c2)cc1 (configuration not stated)	23	13
CCOC(=O)C1=C(Nc2ccccc2)CC(C)(O)C(C(=O)OCC)C1c1ccc(Cl)cc1 (configuration not stated)	8	-3
CCOc1ccc(NC(=O)CN2CCCC2c2cccs2)cc1S(=O)(=O)N1CCCC1 (configuration not stated)	-6	1
S=c1[nH]nc(-c2cc(-c3ccccc3)n[nH]2)n1/N=C/c1cccs1	13	1
CC(C)(C)n1nc(Cc2cccc3ccccc23)c2c(N)ncnc21	-14	17

A different layout for part of the listing above.
COc1ccc(CNC(=O)CN(C(=O)CCC(=O)Nc2ccccn2)c2ccccc2OC)cc1
  H9c2 TAG inh = 5
  H9c2 TAG inh DAPI viability = -2
CCC(=O)NC(Nc1ccccn1)(C(=O)OC)C(F)(F)F (configuration not stated)
  H9c2 TAG inh = 11
  H9c2 TAG inh DAPI viability = -4

Next structures.
SMILES	H9c2 TAG inh	H9c2 TAG inh DAPI viability
COc1ccc(-c2nc(N)n(C(=O)c3ccccc3)n2)cc1	-4	9
CC(=O)Oc1ccc(/C=N\NC(=O)c2cc3c(ccc4ccccc43)o2)cc1	24	-3
CCOC(=O)Nc1ccc(S(=O)(=O)N(C)C(C)C)cc1	7	-3
CCCN(CC(=O)Nc1ccccc1C)C(=O)c1ccc(C(=O)c2ccccc2)cc1	14	-6
CC(OC(=O)C1CCCCC1)C(=O)Nc1ccc(S(N)(=O)=O)cc1 (configuration not stated)	-6	-10
Cc1nn2c(N3CCN(CCO)CC3)c3c(nc2c1-c1ccccc1)CCCC3	20	-1
C=CCn1c(C)nnc1SCC(=O)NC1CCCCC1	8	-11
CN(C)S(=O)(=O)c1ccc(C(=O)OCc2nnc(-c3ccccc3)o2)cc1	0	-11
COc1cc(-c2[nH]ncc2CN2CCSCC2)cc(OC)c1OC	18	-1
Cc1cnc(C(=O)OC(C)C(=O)NC2CCCc3ccccc32)cn1 (configuration not stated)	16	-3
C=CCSc1nnc(NC(=O)c2ccc3c(c2)OCCO3)s1	9	2
CCOC(=O)NCc1ccc(Cl)c(Cl)c1	6	-10
CN1C2C=C(N(CCc3c[nH]c4ccccc34)C(=O)c3ccc(Cl)cc3)CC1CC2 (configuration not stated)	43	0
O=S(=O)(c1cccs1)N1CCCCC1	3	-2
CC1=C(C)CC(C(=O)Nc2ccc(C(N)=O)cc2)C(C(=O)O)C1 (configuration not stated)	13	-3
NNC(=O)c1[nH]c2ccc(Br)cc2c1-c1ccccc1	4	0
CCCCN(C(=O)NC(=O)Nc1ccccc1OCC)S(C)(=O)=O	-11	12
COc1ccc(C(=O)C2CCCN(C(=O)c3cccc(Cn4cccn4)c3)C2)cc1F (configuration not stated)	-14	0
COc1cccc(OC)c1C(=O)NNC(=O)c1cccc(COc2ccc3c(c2)CCC3)c1	-1	2
